Compound activity as filed in PubChem.
UDG counter = counter-screen for AID inhibitors: uracil-DNA glycosylase inhibition | 91,000 compounds, 0.14% hits | Potency, µM (doses to about 115 µM), without a hit: at the highest dose activity change, negative = inhibition, actives largely listed as inhibitors | AID 1347430 | FRET deamination/UDG coupled assay, UDG read, 4 h; note: nearly all actives have a fitted effect of over 65% in size
AID inh = blocks human AID cytidine deaminase activity. Q9GZX7. AID deamination FRET fluorescence, UDG-coupled, 4 h. Potency, µM (series often up to 115 µM), inactives show at the top dose activity change, negative = inhibition, actives largely listed as inhibitors. 91,000 compounds, 0.32% hits. AID 1347428; note: nearly all actives have a fitted effect of over 25% in size
Target sequence (Q9GZX7 whole entry, looked up): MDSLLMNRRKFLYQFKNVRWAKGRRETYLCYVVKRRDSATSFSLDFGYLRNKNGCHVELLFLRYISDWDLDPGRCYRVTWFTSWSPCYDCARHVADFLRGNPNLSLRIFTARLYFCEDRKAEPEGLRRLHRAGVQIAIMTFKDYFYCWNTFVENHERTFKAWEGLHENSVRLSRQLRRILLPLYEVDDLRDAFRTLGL
Active calls of the source: *; ? = inconclusive; & = joins results of further samples; [ ] = remark or other dose. Calls come from the whole dose curve; as a rule, active = well fitted curve in the direction sought with a large enough effect; inconclusive = small, poorly fitted or top-dose-only effect, or another doubt; inactive = no such curve, though single readings can be large; an effect the other way counts as inactive or inconclusive. % is set by controls: 0 for no effect and ±100 for the full control effect; potency is the fitted concentration of half-maximal effect. Some of the compounds tested, so the mix of outcomes need not match the whole.

Results follow in this order: UDG counter, AID inh
NC(=O)CNC(=O)c1ccc(CNCc2ccc(C(F)(F)F)cc2)cc1
→ 6%, 4%
COc1ccccc1OCCn1c(NC(=O)c2ccc(Cl)cc2)nc2ccccc21
→ -11%, 0%
CCCCCn1c(SCc2ccc(C)cc2)nc2c1c(=O)[nH]c(=O)n2C
→ -6%, -1%
COc1cc(/C=C2/NC(=O)NC2=O)cc(Cl)c1OCc1ccc(C(=O)O)cc1
→ 3%, -3%
COc1cccc(C(=O)Nc2nc(-c3nnn(-c4ccccc4C(F)(F)F)c3C)ns2)c1
→ 41%[activator], 16%
Cc1ccc2c(Cl)cc(Cl)c(OCC(=O)NCCC#N)c2n1
→ -10%, 57%[activator]
CCN(CC)C(=O)CSc1nc2ccccc2c(=O)n1Cc1ccco1
→ 22%, -12%
COc1ccccc1NC(=O)c1c(NCc2ccc(C)o2)sc2c1CCCCC2
→ -1%, 185%[activator]
O=C(NCc1cccc(Cl)c1)c1oc(=O)c2ccccc2c1-c1ccccc1
→ -2%[57.5 µM], -4%
CCc1cc(=O)oc2c(C)c(OCc3ccccc3)ccc12
→ ?, -16%
COc1ccc(-c2oc3ncn4nc(-c5ccccc5Br)nc4c3c2-c2ccc(OC)cc2)cc1
→ -5%[57.5 µM], 26%[57.5 µM]
Cc1cc(N/N=C/c2ccc(Cl)c([N+](=O)[O-])c2)nc2ccccc12
→ 9%, -7%
COc1cc(/C=C(/C#N)c2nc3ccccc3[nH]2)cc2c1OCCO2
→ 0%, 34%[activator]
COc1ccc(OC)c(NC(=O)c2cc3cccc(OC)c3oc2=O)c1
→ 9%, 21%
CCCCNC(=O)c1cnc2sc(N3CCCCC3)nn2c1=O
→ 27%, -4%
COc1ccc(Cn2ccc3nc(C)c(C(=O)N4CCN(c5cccc(OC)c5)CC4)cc3c2=O)cc1
→ -6%, ?
Cc1csc(CNC(=O)c2ccc(CNC(=O)c3cccs3)cc2)n1
→ 13%, 1%
Cc1cccn2c(=O)c3cc(C(=O)NCc4cccnc4)c(=N)n(CCCO)c3nc12
→ 0%, 29%
COc1cccc(-c2cc(C(=O)O)c3cc(C)cc(C)c3n2)c1
→ 4%, -3%
CNC(=O)c1ccc(-c2nc(CN3CCN(S(=O)(=O)c4ccccc4)CC3)c(C)o2)cc1
→ 12%, 2%
O=C(COC(=O)c1sc2cc(F)ccc2c1Cl)Nc1ccccc1
→ 13%, -6%
Cc1cccc(C2CCCN2C(=O)c2cc(C(C)C)on2)c1 (stereo not given)
→ -8%, -4%
CCOc1ccc(NC(=O)CC2C(=O)N(c3ccc(C)cc3)C(=O)N2C2CCCCC2)cc1 (stereo not given)
→ ?, -16%
C=CCn1c(N2CCN(c3ccccc3)CC2)nc2c1c(=O)[nH]c(=O)n2C
→ 8%, 1%
CC(C)c1ccc(NC(=S)NC2CCSc3ccccc32)cc1 (stereo not given)
→ -3%, -20%
CN(C)CCSc1nc(N2CCOCC2)c2c(c1C#N)CCCC2
→ -1%, -9%
O=C(Nc1ncn[nH]1)c1cccc(S(=O)(=O)N2CCCCC2)c1
→ 29%, -12%
Cc1ccc(NC(=O)Cc2nc(-c3ccccc3)oc2C)nc1
→ -7%, 0%
COc1ccc(NC(=O)Cc2cnc(-n3cccc3)s2)cc1OC
→ 7%, 0%
Cc1cc(NC(=O)c2cccs2)cc(-c2nc3cc(Cl)ccc3o2)c1O
→ 7%, 26%

One compound at a time (already shown). Screens in order: UDG counter	AID inh
COc1ccc(-c2oc3ncn4nc(-c5ccccc5Br)nc4c3c2-c2ccc(OC)cc2)cc1 is listed as -5%[57.5 µM]	26%[57.5 µM]
Cc1ccc(NC(=O)Cc2nc(-c3ccccc3)oc2C)nc1 is listed as -7%	0%
CCCCNC(=O)c1cnc2sc(N3CCCCC3)nn2c1=O is listed as 27%	-4%
O=C(COC(=O)c1sc2cc(F)ccc2c1Cl)Nc1ccccc1 is listed as 13%	-6%
COc1cccc(C(=O)Nc2nc(-c3nnn(-c4ccccc4C(F)(F)F)c3C)ns2)c1 is listed as 41%[activator]	16%

Other records
Results follow in this order: UDG counter, AID inh
COc1ccc(OC)c(NC(=O)Cn2ccc3ccccc3c2=O)c1
→ 9%, -1%
CCOC(=O)N/N=C/c1cc(Cl)ccc1OCCCOc1ccc(Cl)cc1
→ -2%, -3%
Cc1cc(C)c2c(=O)cc(C(=O)Nc3ccccc3C(F)(F)F)oc2c1
→ 4%[57.5 µM], 35%[activator][57.5 µM]
CCc1ccccc1Nc1nn2c(=O)c3ccc(C(=O)NCCC4=CCCCC4)cc3nc2s1
→ -17%, ?
O=C1C(=O)N(C2CCN(C(=O)c3cccc(Cl)c3)CC2)CCN1Cc1ccc(F)cc1
→ -23%, 6%
COc1ccc(CCNC(=O)CSc2cn(CCNC(=O)c3c(F)cccc3F)c3ccccc23)cc1OC
→ 8%, 29%
Cc1cc(C)c(C(=O)c2ccccc2)cc1C(=O)c1ccccc1
→ -16%, -23%
COc1ccc(Cn2c(=O)n(Cc3ccco3)c(=O)c3oc4ccccc4c32)cc1
→ 12%&5%, 3%&-11%
Cc1ccc(NC(=O)c2cc3nc(-c4ccc5c(c4)OCO5)cc(C(F)(F)F)n3n2)cc1Cl
→ 0%[57.5 µM], 10%[57.5 µM]
CCN(c1ccccc1)S(=O)(=O)c1ccc(NC(=O)c2cc(=O)c3ccc(C)c(C)c3o2)cc1
→ -20%, -2%
COC(=O)C(C)Sc1nc2c(cnn2-c2ccc(F)cc2)c(=O)[nH]1 (stereo not given)
→ ?, 13%
O=C(CN(Cc1ccccc1)Cc1ccccc1)OCC(=O)c1ccccc1
→ -7%, 12%
Cc1ccc(CSC2=Nc3ccccc3C3=NC(CCC(=O)NCc4cccs4)C(=O)N23)cc1 (stereo not given)
→ -1%, 89µM*
Cc1cc(C)cc(NC(=O)CSc2nccn2-c2ccccc2)c1
→ -1%, 14%
O=C(O)CSc1c2c(nc3cc(C(=O)Nc4ccc(F)c(Cl)c4)ccc13)CCC2
→ -8%, ?
O=C(Oc1ccc(Oc2ccccc2)cc1)C1CCCCC1
→ 7%, 0%
CC(OC(=O)c1nn(C)c(=O)c2ccccc12)C(=O)Nc1cccc(C(F)(F)F)c1 (stereo not given)
→ -1%, -5%
COc1ccc(N2CCN(C(CNS(=O)(=O)c3c(C)cc(C)cc3C)c3ccco3)CC2)cc1 (stereo not given)
→ -10%[57.5 µM], 0%
Cc1cc(Nc2ccc(C(=O)O)c(O)c2)n2ncnc2n1
→ ?, 17%
COC(=O)N(C)CC(=O)NCc1ccccc1
→ -1%, 4%
Cn1cc(-c2cc3n(n2)CCC(=O)N3CCCC(=O)Nc2ccccc2Cl)c2ccccc21
→ ?, -4%
Cc1ccc(NC(=O)CN2c3cccc4cccc(c34)S2(=O)=O)c(S(=O)(=O)N2CCCCC2)c1
→ ?, 7%
Cc1cc(C(=O)COC(=O)c2cccs2)c(C)n1Cc1ccco1
→ 2%, -6%
COc1ccc(NC(=O)c2ccccc2Cl)c2cccnc12
→ 8%, 15%
C/C(=N\NC(=O)c1ccc(C)s1)c1ccncc1
→ -5%, -3%
COc1ccc(-c2noc(-c3ccc(NCC4CCCO4)c([N+](=O)[O-])c3)n2)cc1OC (stereo not given)
→ -18%, 1%
CCc1ccc(C(=O)N2CCN(C(=O)C3(C)CC3(Cl)Cl)CC2)cc1 (stereo not given)
→ 5%, 1%
O=C(Nc1ccc(OCc2cc(=O)n3c4c(sc3n2)CCCC4)cc1)c1ccccc1
→ -9%, 2%
CCOC(=O)c1ccc2ccccc2c1-c1c(C(=O)OCC)ccc2ccccc12
→ -7%, -1%
O=C(CC(Nc1cc(C(F)(F)F)ccc1Cl)C(=O)O)c1ccccc1 (stereo not given)
→ -5%, -12%

The results go on:
Results follow in this order: UDG counter, AID inh
COC(=O)c1sc(NC(=O)COc2c(C)cc(C)cc2C)nc1C
→ -6%, -3%
O=C(CC1C(=O)N(c2ccccc2)C(=O)N1CCC1=CCCCC1)Nc1ccc(F)cc1 (stereo not given)
→ 20%, -1%
O=C(Cc1noc(C(=O)NCc2ccccc2Cl)n1)Nc1cccc2ncccc12
→ -13%, 20%
CCOc1cc(C2C(C(=O)OC)=C(C)NC3=C2C(=O)c2ccccc23)ccc1OC (stereo not given)
→ -9%, 9%
COc1ccc(CNC(=O)CCS(=O)(=O)c2cc(Br)cc3c2N(C(C)=O)C(C)C3)cc1 (stereo not given)
→ -13%, -14%
CCCNCc1ccc(-c2ccc(F)cc2)o1
→ -13%, -9%
CCCCNC(=O)c1ccc(NC(=O)c2ccc(F)cc2)cc1
→ -5%, 0%
CCOc1ccc(NC(=O)CN2C(=O)COc3ccc(S(=O)(=O)Nc4ccccc4)cc32)cc1
→ -5%, -8%
COc1ccc(C2=NN(C(=O)C(C)(C)C)C(c3ccc4nccnc4c3)C2)cc1 (stereo not given)
→ -5%, -17%
O=c1c(NCc2cccs2)nccn1-c1ccccc1
→ 21%, 2%
Cc1ccc(S(=O)(=O)N2CCC(C(=O)NC3CC(C)(C)NC(C)(C)C3)CC2)cc1
→ -10%, 1%
CCC(=O)N1CCc2cc(CNC(=O)Cc3ccc(OC)c(OC)c3)ccc21
→ 1%, 8%
CCC(=O)N(CC)Cc1cc(=O)[nH]c2ccccc12
→ 8%, 4%
O=C(CSc1nc2c([nH]c3ccccc32)c(=O)n1-c1ccccc1F)Nc1cccc(C(F)(F)F)c1
→ -13%, ?
Cc1cc(C)c(NC(=O)c2cc(S(=O)(=O)N3CCC4(CC3)OCCO4)ccc2F)c(C)c1
→ 10%, -11%
CC(=O)Nc1cccc(NC(=O)C(=O)c2cn(CC(=O)N3CCOCC3)c3ccccc23)c1
→ -3%, 4%
Cc1c(Cl)cccc1Nc1nc(N)nc(CSc2nc3ccccc3s2)n1
→ ?, ?
CC(C)Nc1nc(C(=O)Nc2ccccc2O)cs1
→ 8%, 8%
Cc1c(/C=C(/C#N)c2ccccn2)cc(C#N)n1C
→ 3%, 66%[activator]
CC(=O)c1ccc(NC(=O)c2nc(-c3ccccc3)oc2C)cc1
→ -5%, -3%
Cc1ccc(NC(=O)Cn2nc(C(=O)O)c3ccccc3c2=O)c(Br)c1
→ -5%, -6%
COc1ccc(C)c2sc(N3CCN(C(=O)c4cccc(F)c4)CC3)nc12
→ 7%, ?
O=Cc1ccc(-c2ccc(I)cc2C(F)(F)F)o1
→ -10%, ?
O=C1OC2OCCCC2C1Nc1ccc(I)cc1 (stereo not given)
→ -1%, -6%
O=c1oc2c(CN3CCOCC3)c(O)ccc2cc1-c1ccccc1
→ 7%, 6%
Cc1ccc(CCNC(=O)CN2N=C(c3ccc(C)cc3)CCC2=O)cc1
→ -6%[57.5 µM], 6%
CN(CCCNC(=O)c1nc2ccccc2c(=O)[nH]1)C(=O)c1ccc(-c2ccccc2)cc1
→ -12%, -10%
CCOC(=O)c1ccc2nc(C)cc(Nc3cccc(C(=O)O)c3)c2c1
→ 1%, 5%
O=C(Nc1ccc2nc(SCC(=O)N3CCCc4ccccc43)sc2c1)c1cccc(Cl)c1
→ -12%[57.5 µM], -6%
Fc1cccc(-c2nc(-c3ccncc3)no2)c1
→ -3%&3%, -2%&6%

Remaining list, next part.
Results follow in this order: UDG counter, AID inh
CSc1ncc(C(=O)Nc2ccc(C(C)=O)cc2)c(-c2ccccc2)n1
→ -9%[57.5 µM], 2%
COC(=O)C(/C(C)=N/C(NC(C)=O)(C(F)(F)F)C(F)(F)F)C(NC(C)=O)(C(F)(F)F)C(F)(F)F (stereo not given)
→ -6%, -3%
COc1ccc(C(=O)n2nc(-c3cccnc3)nc2NCc2ccccc2)cc1OC
→ 0%, 0%
CCCCn1c(O)c(C2=Nc3ccccc3SC(c3ccc(O)cc3)C2)c(=O)[nH]c1=O (stereo not given)
→ 0%, -9%
COc1ccc(/C=C/c2nc(-c3ccccc3O)n(-c3ccccc3)n2)cc1OC
→ 1%, 14%
Cc1nc(N=Nc2ccc(C(=O)O)cc2)c(COP(=O)(O)O)c(C=O)c1O
→ -5%, 26%
CC(OC(=O)c1cc(=O)[nH]c2ccccc12)C(=O)Nc1ccc(Cl)cc1 (stereo not given)
→ -2%, 2%
O=C(COc1ccccc1)Nc1ccccc1OCc1cc(=O)n2ccccc2n1
→ 7%, 113%[activator]
O=C(Cn1c(=O)c(CCC(=O)NC2CC2)nc2ccccc21)Nc1cccc(C(F)(F)F)c1
→ -21%, -14%
COc1cc(C#N)ccc1OCC(=O)c1ccc2ccccc2c1
→ -15%, -15%
COc1ccc(OC)c(C2c3c(-c4ccc(Br)cc4)n[nH]c3C(=O)N2c2ccc(Cl)cc2)c1 (stereo not given)
→ -14%, ?
CC(=O)NCCc1nc2ccccc2n1CCCCOc1ccc(Cl)cc1
→ -7%[57.5 µM], -14%
CC1(C)CC(=O)C/C(=N/NC(=O)C2CCCCC2)C1
→ 2%, 3%
CCCc1ccc(C2Sc3ccccc3NC3=C2C(=O)c2ccccc23)cc1 (stereo not given)
→ -17%, -2%
O=C(CCS(=O)Cc1ccccc1)Nc1ccccc1 (stereo not given)
→ 2%, -13%
CCc1ccc(CNC(=O)c2cccc(-n3c(C)nc4cccnc43)c2)cc1
→ -10%, -9%
COc1cccc(-c2ccc3c(N)c(C(=O)NCc4ccc(Cl)cc4)sc3n2)c1
→ -5%, -2%
CCN(C(=O)C1CCN(c2nc3ccccc3o2)CC1)c1ccc(F)c(F)c1
→ -11%, -14%
COc1ccc(-c2cc(C(=O)NCC(c3ccc(C)o3)N3CCN(C)CC3)no2)cc1 (stereo not given)
→ -1%, -6%
COCCCNC(=O)CCCn1c(SCC(=O)c2ccc(Br)cc2)nc2c(sc3ccccc32)c1=O
→ -2%, ?
CC(Sc1cc(C(=O)NC2CC2)c2ccccc2n1)C(=O)N1CCOCC1 (stereo not given)
→ 4%, 1%
